Screens deposited in PubChem BioAssay by National Center for Advancing Translational Sciences (NCATS).
Epigenetic reg = Quantitative High-Throughput Screen for Regulators of Epigenetic Control. murine LDR cells, GFP reporter derepression, 30 h. Potency, µM (highest dose often 53.9 µM), without a hit: top-dose GFP activation, actives largely listed as activators. 280,000 compounds, 0.2% hits. AID 1865, 2009; note: potency is the fitted concentration of half-maximal effect; % of control where 0% means no effect; nearly all actives have a fitted effect of over 60% in size
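Readout is the number of GFP-expressing murine LDR cells, counted by cytometry following washing. Cells were treated with compound for 30 h at 37 C; the stably integrated CMV-GFP locus is normally silent.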
GLA spleen mod = qHTS Assay for Inhibitors and Activators of Human alpha-Galactosidase From Spleen Homogenate; Alpha-galactosidase A (Homo sapiens), P06280; human spleen homogenate, 4MU-alpha-Gal fluorescence, 40 min; Potency, µM (doses to about 80 µM), inactives show at the highest dose activity change, negative = inhibition, hits mostly inhibitors; 240,000 compounds, 0.008% hits;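 note: potency is the fitted concentration of half-maximal effect; 0% = enzyme with vehicle and -100% = no enzyme basal signal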
Target sequence (P06280 32-429 limits assumed): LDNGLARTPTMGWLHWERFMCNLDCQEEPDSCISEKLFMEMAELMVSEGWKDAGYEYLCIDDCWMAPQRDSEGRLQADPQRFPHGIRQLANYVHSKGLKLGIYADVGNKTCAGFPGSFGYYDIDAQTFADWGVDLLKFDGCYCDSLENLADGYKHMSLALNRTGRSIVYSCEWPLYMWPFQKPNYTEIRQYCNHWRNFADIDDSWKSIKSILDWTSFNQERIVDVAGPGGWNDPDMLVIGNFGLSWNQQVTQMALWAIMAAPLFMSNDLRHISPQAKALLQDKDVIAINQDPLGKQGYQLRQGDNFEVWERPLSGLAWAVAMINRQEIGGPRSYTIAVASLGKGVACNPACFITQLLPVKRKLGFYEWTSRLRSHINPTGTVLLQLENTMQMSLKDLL
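qHTS titration in buffer at pH 5.0. Alpha-galactosidase activity in spleen homogenate was measured via 4-methylumbelliferone release from 1 mM fluorogenic substrate after 40 min at 37C and a pH 10 stop. AC50 came from Hill fits of control-normalized data.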
NPSR antag = qHTS Assay for Antagonists of the Neuropeptide S Receptor: cAMP Signal Transduction | Q6W5P4 | AID 1461, 2008 | CHO-NPSR cells, cAMP TR-FRET, antagonist mode | Potency, µM (doses to about 38.3 µM), for the others: top-dose activity change, negative = inhibition, hits mostly inhibitors | 220,000 compounds, 1% hits; note: potency is the fitted concentration of half-maximal effect; % is set by controls: 0 for no effect and ±100 for the full control effect; nearly all actives have a fitted effect of over 50% in size; many of its hits are not listed in these tables
Target sequence (Q6W5P4 whole entry, looked up): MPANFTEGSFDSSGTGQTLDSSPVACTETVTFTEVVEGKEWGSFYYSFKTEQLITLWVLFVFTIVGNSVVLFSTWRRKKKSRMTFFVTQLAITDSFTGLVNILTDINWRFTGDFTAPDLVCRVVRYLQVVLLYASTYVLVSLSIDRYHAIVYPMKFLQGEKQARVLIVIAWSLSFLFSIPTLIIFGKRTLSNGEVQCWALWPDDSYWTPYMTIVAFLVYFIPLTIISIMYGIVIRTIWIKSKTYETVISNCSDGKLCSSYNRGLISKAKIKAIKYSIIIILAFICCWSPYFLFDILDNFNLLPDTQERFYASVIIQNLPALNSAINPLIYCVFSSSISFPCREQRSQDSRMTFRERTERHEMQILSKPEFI
Luc counter = Counterscreen for Luciferase (Kinase-Glo TM) Inhibition | Luciferin 4-monooxygenase (Photuris pensylvanica), Q27757 | Kinase-Glo luciferase, ATP luminescence, 8 min | Potency, µM (highest dose often 38.3 µM), without a hit: at the highest dose activity change, negative = inhibition, actives largely listed as inhibitors | 200,000 compounds, 0.28% hits; note: potency is the fitted concentration of half-maximal effect; % is set by controls: 0 for no effect and ±100 for the full control effect; nearly all actives have a fitted effect of over 60% in size
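Compound is pinned into ATP-containing buffer (10 uM ATP, imidazole pH 7.2, 7 mM MgCl2). Kinase-Glo luciferase reagent is then added. Light output is recorded following an 8-min room-temperature incubation.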
LMNA splice mod = qHTS Assay for Modulators of Lamin A Splicing; HeLa LMNA splicing GFP/RFP minigene ratio, 48 h; Potency, µM (top dose mostly 46.1 µM), for inactives: at the top dose ratio change, negative = inhibition, usual class: inhibitors; 200,000 compounds, 0.01% hits; AID 1487, 2009; active = well fitted inhibition curve with a large enough effect in the signal ratio, with a control signal flat, not every such curve was filed as active; inconclusive = small, poorly fitted or top-dose-only effect, or effect the other way, or a change in a side signal; the % refers to the signal ratio; note: potency is the fitted concentration of half-maximal effect; % is set by controls: 0 for no effect and ±100 for the full control effect
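Read-out is the ratio of GFP to DsRed2 object intensity, acquired by 488 nm laser-scanning cytometry on HeLa lamin A-EGFP minigene reporter cells. Compound incubation 48 hrs at 37 °C in Opti-MEM with 2% FBS; DMSO 0.5% final.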
IMPase Li cell = qHTS Assay for Identifying the Cell-Membrane Permeable IMPase Inhibitors: Potentiation with Lithium; CHO-M1 cells, IP1 TR-FRET (IP-One), carbachol + lithium; Potency, µM (top dose mostly 59.4 µM), inactives show at the highest dose activity, negative = IMPase inhibition, most hits filed as inhibitors; 210,000 compounds, 0.35% hits; AID 1457, 2008;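 note: IP1 builds up when IMPase is blocked and the TR-FRET signal falls; potency is the fitted concentration of half-maximal effect; plate controls were basal vehicle for no effect and high inhibitor control for full effect; nearly all actives have a fitted effect of over 50% in size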
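IP1 accumulation measured by competitive TR-FRET in lysed CHO-M1 cells after 30 min compound exposure at 37C, with a small lithium addition to potentiate weak responses. Hill-equation AC50 from ratio and donor-channel data.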
CBFb RUNX1 block = qHTS Assay for Compounds Blocking the Interaction Between CBF-beta and RUNX1 for the Treatment of Acute Myeloid Leukemia; 230,000 tested, under 10 active; AlphaScreen CBFb-His/RUNX1-biotin binding, biochemical; Runt-related transcription factor 1 (Homo sapiens) + Core-binding factor subunit beta …; Potency, µM (highest dose often 59.8 µM), for the others: at the highest dose activity, negative = inhibition, usual class: inhibitors; note: % of control where 0% means no effect
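Interaction loss through any mechanism counts as activity. Pre-formed complex of His-CBF-beta and biotin-RUNX1 (30 nM apiece) is incubated with compound 15 min, then with 50 ng nickel and 50 ng streptavidin beads for 90 min before AlphaScreen detection.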
Numbers without * were called inactive; ? = inconclusive; / = not tested or not shown; & = joins results of further samples; [ ] = remark or other dose. Unless noted, calls come from the whole dose curve; as a rule, active = well fitted curve in the direction sought with a large enough effect; inconclusive = small, poorly fitted or top-dose-only effect, or another doubt; inactive = no such curve, though single readings can be large; an effect the other way counts as inactive or inconclusive.

SMILES	Epigenetic reg	GLA spleen mod	NPSR antag	Luc counter	LMNA splice mod	IMPase Li cell	CBFb RUNX1 block
Cc1ccccc1-n1nnnc1SCC(=O)NCC1CCCO1 (stereo not given)	-0.4%	0%	12%	0%	/	-1%	-8%
CC1(C)CC(=O)C=C(NNC(=O)c2cccnc2)C1	1.6%	?	-19%	/	/	/	-21%
O=c1c(Oc2ccccc2Br)c(C(F)(F)F)oc2c(CN3CCCC3)c(O)ccc12	-0.7%	-2%	-17%[46.1 µM]	-1%	-20%	8%[38.3 µM]	3%
COc1ccc(OC)c(NC(=O)CCN2CCN(c3ccccc3F)CC2)c1	13%	-21%	-15%[46.1 µM]	-5%	-1%	2%[38.3 µM]	-2%
CCCC(=O)Nc1ccc2c(c1)nc(CN1CCCCC1)n2C	-5.5%	-7%	-2%[46.1 µM]	0%	2%	5%[38.3 µM]	-3%
COc1ccc(C(=O)NCc2ccc(C)cc2)cc1S(=O)(=O)N1CCCc2ccccc21	-1.4%	6%	-27%[46.1 µM]	1%	-15%	6%[38.3 µM]	-2%
O=C(CN1CCN(S(=O)(=O)c2ccc(Br)cc2)CC1)Nc1ccccc1F	1.1%	-1%	-18%[46.1 µM]	3%	0%	26%[38.3 µM]	-1%
COc1ccc(CNC(=O)NC(C)(C)c2cccc(C(C)(C)NC(=O)NCc3ccc(OC)cc3)c2)cc1	-0.8%	1%	3%	6%	-15%	5%	-9%
COc1ccc(Nc2nc(OC)nc(N3CCOCC3)n2)cc1	3.1%	5%	-9%	-1%	/	10%	1%
CCn1c(COc2ccc(=O)n(-c3ccccc3)n2)nnc1SCc1ccccc1	0.0%	0%	-8%[46.1 µM]	3%	-4%	-2%	13%
Cc1ccc(-c2nn(Cc3ccccc3)cc2/C=C/C(=O)O)cc1	-2.7%	-2%	-12%[46.1 µM]	/	0%	/	5%
COc1ccc(C)cc1NC(=O)CCS(=O)(=O)c1ccc2c(c1)CCN2C(C)=O	-0.1%	-3%	12%	9%	/	-3%	-4%
CCOC(=O)c1c(CSc2ccsc2)n(C)c2cc(Br)c(O)c(CN(C)C)c12	-2.4%	1%	13µM*	/	/	/	-5%
NC(N)=Nc1nc(CSCC/C(N)=N\S(N)(=O)=O)cs1	-1.3%	13%	/	-2%	/	5%	2%
Cc1ccc(S(=O)(=O)N2CCOCC2)cc1C(=O)Nc1ccc2c(c1)CCC2	3.8%	-1%	16%	-5%	?	-1%	5%
CCn1c(SCC(=O)N2CCOCC2)nc2sc3c(c2c1=O)CCCC3	-2.0%	3%	-9%[46.1 µM]	/	4%	/	10%
COCCNc1c2c(nc3c(-c4ccccc4)c(C)nn13)CCCC2	0.0%	13%	-20%[46.1 µM]	-6%	1%	15%[38.3 µM]	29%
COc1cc2ccccc2cc1C(=O)NC(=S)Nc1cc(C(=O)O)ccc1C	1.2%	-3%	-44%	0%	/	6%	2%
C=CCNC(=O)c1snnc1-c1ccccc1	-2.0%	-3%	2%[46.1 µM]	6%	15%	31%[activator][38.3 µM]	0%
CCOC(=O)CC(Nc1nc(N2CCOCC2)nc(N2CCOCC2)n1)c1ccccc1Cl (stereo not given)	-1.3%	4%	-30%[46.1 µM]	-2%	12%	19%[38.3 µM]	-12%

One compound at a time, as listed above. Order of values: Epigenetic reg | GLA spleen mod | NPSR antag | Luc counter | LMNA splice mod | IMPase Li cell | CBFb RUNX1 block
`CCOC(=O)CC(Nc1nc(N2CCOCC2)nc(N2CCOCC2)n1)c1ccccc1Cl` (stereo not given) in the list: -1.3% | 4% | -30%[46.1 µM] | -2% | 12% | 19%[38.3 µM] | -12%
`COc1cc2ccccc2cc1C(=O)NC(=S)Nc1cc(C(=O)O)ccc1C` in the list: 1.2% | -3% | -44% | 0% | / | 6% | 2%

Other results
SMILES	Epigenetic reg	GLA spleen mod	NPSR antag	Luc counter	LMNA splice mod	IMPase Li cell	CBFb RUNX1 block
O=C1c2ccccc2C(=O)N1CCCP(=O)(O)CCc1ccccc1	-1.0%	-5%	4%[46.1 µM]	1%	0%	-9%[38.3 µM]	-1%
C#CCSc1nc(N)c2c(n1)OC(N)=C(C#N)C2c1cccnc1 (stereo not given)	-1.2%	-4%	5%	-1%	/	9%	-8%
NNC(=S)NC1CCCCC1	2.3%	-7%	11%	4%	?	-2%	-5%
COc1cc(OC)c(OC)cc1CN1CCCC(C(=O)c2sccc2C)C1 (stereo not given)	-2.2%	-7%	18%	/	/	/	3%
CCN(CC)S(=O)(=O)c1ccc(N2CCCC2)c(NC(=O)Cc2ccccc2)c1	2.9%	1%	-10%	/	/	/	-1%
CCOC(=O)C1C2C=CC3(CN(CCc4ccccc4)C(=O)C13)O2 (stereo not given)	1.2%	7%	-2%[46.1 µM]	-3%	-7%	0%	10%
C=CCSc1nnc2n(-c3ccccc3OC)c(=O)c3c4c(sc3n12)CCC4	-2.1%	-2%	-14%[46.1 µM]	4%	7%	60%[activator][38.3 µM]	8%
CCOC(=O)COc1ccc(S(=O)(=O)NCc2cccnc2)cc1	1.1%	3%	-7%[46.1 µM]	5%	-5%	6%[38.3 µM]	5%
COCC(=O)N1CCc2nc(COc3ccccc3)c3c(c2C1)CO[C@@H](C)C3	/	-4%[17.5 µM]	/	-5%[7.66 µM]	5%[9.22 µM]	1%	0%[13.1 µM]
CCCCCOc1ccc(NC(=O)C(=O)NCCCn2ccnc2)cc1	-3.9%	-7%	-7%[46.1 µM]	-2%	-26%	52%[activator][38.3 µM]	-3%
Cc1ccc(C)c(Nc2ncnc(N)c2[N+](=O)[O-])c1	0.0%	11%	25%	1%	?	-3%	5%
CC(=O)Oc1ccc(C(=O)Nc2nccs2)cc1	-1.8%	3%	6%[46.1 µM]	-15%	-16%	-3%[38.3 µM]	0%
COC(=O)c1ccc(COc2cc([N+](=O)[O-])cc3cccnc23)cc1	0.0%	-1%	11%[7.67 µM]	/	/	/	0%
COc1cc(NC(=O)c2ccc(Br)o2)c(C(=O)O)cc1OC	-1.1%	0%	-17%[46.1 µM]	0%	-7%	8%[38.3 µM]	-1%
Cc1c(C(=O)Nc2ccccc2[N+](=O)[O-])csc1-c1ccccc1	-0.9%	3%	-7%[46.1 µM]	/	-12%	/	/
Cc1ccc(Nc2nc(C(=O)N3CCC(C(=O)NCCN4CCOCC4)CC3)cs2)cc1	-0.9%	-2%	-15%[46.1 µM]	-1%	-7%	2%	2%
CC1(OC(=O)c2cccs2)C(=O)C=C2C=C(C3CC3)OC=C2C1=O (stereo not given)	-1.1%&-1.1%	2%&5%	/	0%&-1%	/	14%&6%	-2%&-8%
O=C(N/N=C/c1ccccc1)c1[nH]ncc1Br	-1.4%	0%	12%	6.3µM*	-14%[46 µM]	1%	-5%
Cc1cccc(C(=O)O)c1[N+](=O)[O-]	/	-4%	/	/	/	-14%	-8%[21.7 µM]
COc1ccc(-n2c3c(cc(C(=O)NCc4ccco4)c2=O)C(=O)CC(C)(C)C3)cc1	1.1%	-2%	37%	-5%	/	10%	-1%
O=C1c2ccccc2-c2n[nH]c(=O)c3ccc(N4CCCCC4)c1c23	-1.3%	-1%	-13%	-4%	-30%[46 µM]	12%	?
CC1CCN(C(=O)Cn2cc(SCC(=O)NCC3CCCO3)c3ccccc32)CC1 (stereo not given)	2.5%	2%	-3%	-2%	/	-3%	2%
CC1CC(CC(C)C(=O)Nc2nncs2)C(=O)O1 (stereo not given)	8.3%	5%	-11%[46.1 µM]	1%	8%	-24%[38.3 µM]	3%
COC(=O)[C@@]1(Cc2ccccc2)[C@H]2c3cc(C(=O)N4CCCC4)n(Cc4ccccc4)c3C[C@H]2CN1C(=O)c1ccccc1	4.7%	-7%	/	-4%	/	21%	-5%
COc1ccc(C)cc1S(=O)(=O)N(C)CC(=O)N1CCC(C)CC1	-0.8%	-7%	-9%[46.1 µM]	3%	-6%	4%	2%
O=C(Cn1cnc2ccccc2c1=O)N1CCc2ccccc2C1	-1.5%	-11%	3%	2%	?	4%	8%
C=CCn1c(SCC(=O)Nc2ccccc2C)nnc1-c1ccncc1	0.0%	-2%	-1%[46.1 µM]	-3%	-6%	27%[38.3 µM]	-2%
Cc1cc(Nc2ccccc2)nc(N)n1	0.8%	6%	3%[46.1 µM]	-2%	3%	5%[38.3 µM]	0%
Cc1cc2c(ccc3c2no[n+]3[O-])nn1	-8.5%	4%	?	-6%	10%	6%[38.3 µM]	-1%
COc1ccc2c(c1)-c1nc(N)sc1CC2	-1.9%	-1%	0%	-1%	5%[46 µM]	-2%	-9%
CC1CC(=O)Nc2ccccc2N1C(=O)Nc1ccccc1 (stereo not given)	-0.3%	6%	-19%	/	/	/	-1%
COc1ccc(OCC(=O)NNC(=O)C(=O)Nc2ccc(C)cc2)cc1	2.2%	5%	5%	-4%	22%	-6%	-1%
COc1ccccc1N(C)S(=O)(=O)c1ccc(C(=O)OCC(=O)NCc2ccco2)cc1	0.0%	7%	-11%[46.1 µM]	0%	30%	-8%[38.3 µM]	-2%
CC(C)c1ccc(COc2ccc(C(=O)N3CCOCC3)cc2)cc1	-0.8%[10.1 µM]	-1%	-12%	-4%	-12%[46 µM]	13%	5%
CCOC(=O)C1CCN(c2cc(=O)n(-c3ccccc3Cl)c(=O)[nH]2)CC1	-0.1%	0%	-13%	2%	3%	2%	6%
O=C(NCc1ccccc1)c1c[nH]c2ccc(S(=O)(=O)Nc3ccc4c(c3)OCCO4)cc2c1=O	-1.1%	-7%	-22%[46.1 µM]	-2%	?	-16%[38.3 µM]	-10%
CCOC(=O)c1c(NC(N)=O)sc(C)c1C	-1.0%	0%	2%[46.1 µM]	1%	11%	-5%[38.3 µM]	-12%
COc1ccc(CCNC(=O)C(=O)c2c[nH]c3ccccc23)cc1	1.1%	-1%	/	/	/	25%	11%
Cc1cc(Nc2nc3ccccc3[nH]c2=O)n(-c2ccccc2)n1	-1.0%	-3%	-25%[46.1 µM]	0%	-14%	-8%[38.3 µM]	18%
COc1cccc(-c2nc(SCC(=O)Nc3nc(-c4ccccc4)c(C)s3)[nH]c(=O)c2C#N)c1	4.6%	3%	11%	-3%	13%[46 µM]	1%	-18%
S=C(NCCc1ccccc1)Nc1ccccc1Cl	8.5%	0%	-2%	0%	-5%	2%	-12%

Some of the compounds tested (hit frequency here may not be typical).
